# Assay outcomes (PubChem BioAssay)
# Tau FP inhib: inhibitors of human tau fibril formation | 280,000 tested, 0.39% active | P10636 | K18 P301L tau heparin fibrillization, Alexa594 FP, 6 h | AID 1468 | Potency, µM (series often up to 57.7 µM), inactives show at the top dose activity, negative = inhibition, usual class: inhibitors; also: nearly all actives have a fitted effect of over 55% in size
# Target sequence (P10636 561-689 P618L limits assumed): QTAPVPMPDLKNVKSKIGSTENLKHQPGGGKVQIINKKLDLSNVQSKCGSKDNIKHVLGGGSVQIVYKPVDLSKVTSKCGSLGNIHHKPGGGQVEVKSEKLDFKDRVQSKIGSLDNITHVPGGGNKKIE
#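 Human K18 P301L fragment (15 uM unlabeled plus 0.24 uM Alexa 594-labeled) in 100 mM sodium acetate pH 7 with compound, aggregation induced by 20 uM heparin for 6 hr at 37 C. ThT (30 uM) added for 1 hr, then Alexa 594 FP read.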
# ALDH1A1 block: blocks purified human ALDH1A1 activity | P00352 | 220,000 tested, 7.3% active | Purified ALDH1A1, NADH fluorescence, propionaldehyde substrate | Potency, µM (series often up to 75.3 µM), for the others: at the highest dose activity, negative = inhibition, actives largely listed as inhibitors; active = well fitted inhibition curve with a large enough effect, not every such curve was filed as active; inconclusive = small, poorly fitted or top-dose-only effect, or another doubt; inactive = no such curve, though single readings can be large or run the other way;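 also: plate controls were no enzyme wells and a reference inhibitor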
# Tau fluor cs: counter-screen for tau fibril formation inhibitors | Potency, µM (doses to about 57.7 µM), without a hit: at the highest dose activity change, negative = decrease | 280,000 tested, 0.93% active | tau K18 P301L Alexa594 fluorescence, heparin fibrillization | AID 1463; also: nearly all actives have a fitted effect of over 55% in size
#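 Human tau K18 P301L (15 uM unlabeled, 0.24 uM Alexa 594-labeled) in 100 mM sodium acetate pH 7 with 20 uM heparin, 6 hr at 37 C. ThT 30 uM added, 1 hr ambient; Alexa 594 FP and total fluorescence read at 555/632 nm.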
# GLA spleen mod: inhibitors or activators of human alpha-galactosidase in spleen homogenate. human spleen homogenate, 4MU-alpha-Gal fluorescence, 40 min. 240,000 tested, 0.008% active. Potency, µM (top dose mostly 80 µM), without a hit: top-dose activity change, negative = inhibition, usual class: inhibitors. AID 2107;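 also: 0% = enzyme with vehicle and -100% = no enzyme basal signal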
# Target sequence (P06280 32-429 limits assumed): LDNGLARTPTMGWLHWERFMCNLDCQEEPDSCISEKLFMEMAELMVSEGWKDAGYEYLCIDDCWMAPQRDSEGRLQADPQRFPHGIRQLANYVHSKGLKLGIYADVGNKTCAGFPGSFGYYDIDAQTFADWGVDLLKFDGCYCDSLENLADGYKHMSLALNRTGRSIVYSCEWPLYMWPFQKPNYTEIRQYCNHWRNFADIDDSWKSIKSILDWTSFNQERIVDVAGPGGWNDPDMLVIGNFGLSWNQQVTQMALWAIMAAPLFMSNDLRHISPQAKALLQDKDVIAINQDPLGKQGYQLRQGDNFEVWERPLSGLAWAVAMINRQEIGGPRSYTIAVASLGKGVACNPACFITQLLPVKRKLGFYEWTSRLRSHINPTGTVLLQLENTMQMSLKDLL
#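 Human spleen homogenate (1 ug) as enzyme source, 4-methylumbelliferyl-alpha-D-galactopyranoside 1 mM final, citrate/phosphate pH 5.0 with 0.01% Tween-20. Compounds 40 min at 37C, NaOH/glycine stop; fluorescence Ex 365/Em 440, Hill-fit AC50.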
# TRb-SRC2 inh: inhibitors of human thyroid hormone receptor beta-SRC2 interaction; Potency, µM (highest dose often 106 µM), without a hit: top-dose activity change, negative = inhibition, usual class: inhibitors; TRbeta-SRC2 peptide binding, fluorescence polarization; receptor liganded with 1 µM T3; P10828; AID 1469; 280,000 tested, 0.065% active;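 also: plate controls were bound peptide for no effect and peptide without receptor for full effect; nearly all actives have a fitted effect of over 50% in size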
# Target sequence (P10828 whole entry, looked up): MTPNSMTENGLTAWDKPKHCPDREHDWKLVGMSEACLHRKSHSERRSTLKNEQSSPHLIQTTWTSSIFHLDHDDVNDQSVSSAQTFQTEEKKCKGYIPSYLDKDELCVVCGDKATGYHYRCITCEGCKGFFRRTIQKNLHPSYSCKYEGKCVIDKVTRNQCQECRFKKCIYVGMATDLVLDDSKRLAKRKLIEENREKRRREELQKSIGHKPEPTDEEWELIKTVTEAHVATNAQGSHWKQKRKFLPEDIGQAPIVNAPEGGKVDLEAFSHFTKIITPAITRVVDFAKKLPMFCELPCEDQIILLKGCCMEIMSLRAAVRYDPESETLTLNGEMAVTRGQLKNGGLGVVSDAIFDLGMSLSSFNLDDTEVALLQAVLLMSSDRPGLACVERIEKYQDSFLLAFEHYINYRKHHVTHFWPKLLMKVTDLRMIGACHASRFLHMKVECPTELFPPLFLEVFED
#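 Decrease in fluorescence polarization of 20 nM Texas Red SRC2 coactivator peptide flagged inhibition of its binding to 0.6 uM TRb LBD; 1 uM T3 included, incubation 5 hr, ex 555/em 632 nm.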
# L3MBTL1 inh: L3MBTL1 (human) inhibition; Q9Y468; AlphaScreen L3MBTL1–H3K9me1 peptide binding; Potency, µM (top dose mostly 57.1 µM), for the others: at the highest dose activity, negative = inhibition, hits mostly inhibitors; 230,000 tested, 0.66% active; AID 485360; also: nearly all actives have a fitted effect of over 60% in size
#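 L3MBTL1 (50 nM) pre-complexed 30 min with biotinylated H3(1-15)K9me1 peptide (75 nM), then compounds added for 30 min at room temperature; AlphaScreen streptavidin donor/nickel chelate acceptor beads (10 ug/mL final) read after 30 min dark incubation.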
# Tau ThT inhib: inhibitors of human tau fibril formation, thioflavin T binding; 270,000 tested, 2.1% active; Potency, µM (doses to about 57.4 µM), for inactives: top-dose activity, negative = inhibition, hits mostly inhibitors; recombinant tau K18 P301L, heparin-induced fibrillization, ThT fluorescence; AID 1460; also: nearly all actives have a fitted effect of over 55% in size
#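 ThT emission at 510 nm, taken 1 hr after adding 30 uM dye, quantifies aggregates formed when 20 uM heparin acts on human tau K18 P301L for 6 hr at 37 C.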
# TexasRed fluor: alters Texas Red total fluorescence, flagging assay interference; TRb/SRC2 Texas Red total fluorescence interference; Potency, µM (series often up to 106 µM), for the others: at the highest dose fluorescence change, negative = quenching; 280,000 tested, 0.29% active; AID 1479; active = well fitted curve in either direction with a large enough effect; inconclusive = small, poorly fitted or top-dose-only effect
#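 Human TRβ ligand-binding domain (0.6 uM) and Texas Red SRC2 peptide (20 nM) in Tris buffer with 1 uM T3 and 5% DMSO were incubated with pinned compound for 5 hr at ambient temperature. Total fluorescence was computed as S + 2P (555/632 nm).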
# The depositor's hits bear a star; ? = inconclusive; · = not tested or not shown; & = joins results of further samples; [ ] = another dose, or the depositor's remark. Unless noted, calls follow the shape of the dose curve; as a rule, active = well fitted curve in the direction sought with a large enough effect; inconclusive = small, poorly fitted or top-dose-only effect, or another doubt; inactive = no such curve, though single readings can be large; an effect the other way counts as inactive or inconclusive. Unless noted, % is scaled to controls: 0 for no effect and ±100 for the full control effect; potency is read from the fitted curve at half-maximal effect.
# Sequence of screens – Tau FP inhib | ALDH1A1 block | Tau fluor cs | GLA spleen mod | TRb-SRC2 inh | L3MBTL1 inh | Tau ThT inhib | TexasRed fluor
- O=C(c1cccc(Cl)c1)N1CCN(c2ccccn2)CC1
 : 8% | ? | 4% | 0% | -8% | -1% | 3% | -1%
- COc1ccc(-c2nc3sc(CCNS(=O)(=O)c4c(C)cc(C)cc4C)c(C)n3n2)cc1
 : 5% | · | -12% | · | -6% | · | 0% | 2%
- O=C1CSC(=Nc2ccccc2)N1
 : -1% | -1% | 3% | -6% | 3% | · | 9% | -1%
- CSc1nc2sc3c(c2c(=O)n1-c1ccccc1)CCC(C(C)(C)C)C3 (centres undefined)
 : 2% | · | -5% | · | 1% | · | -14% | -4%
- CCOC(=O)c1sc(-c2ccccc2)cc1NC(=O)Nc1ccc([N+](=O)[O-])cc1
 : 7% | 14% | -17% | -4% | -1%[53 µM] | 5% | 10% | -1%[53 µM]
- ONC(=Nc1ccccc1)c1ccccc1Cl
 : -1% | 6% | 3% | 6% | -2% | 2% | 0% | 3%
- Cc1ccc2nc(COc3ccc(Cl)cc3)cc(=O)n2c1
 : 7% | ? | -6% | 1% | -2% | 1% | ? | -7%
- O=C(COc1ccccc1Cl)N(Cc1ccco1)Cc1ccco1
 : -1% | · | -7% | · | -5% | · | -4% | 2%
- COC(=O)C1CC(=O)c2sccc2C1 (centres undefined)
 : 2% | 9% | 3% | -3% | 1% | 10% | -1% | -1%
- CC1Cc2ccccc2N1C(=O)CSC1=NCCS1 (centres undefined)
 : ? | ? | -8% | 13% | -14% | -3% | ? | -1%
- Cc1nc2c(-c3ccccc3)c(C)nn2c(C)c1CCC(=O)N1CCN(c2ccccc2)CC1
 : 9% | · | -15% | · | 9% | · | ? | -8%
- CCCOc1ccccc1C(=O)NCCCC(=O)O
 : 2% | -6% | 2% | -4% | -2% | 7% | 7% | 1%
- CC(Oc1ccccc1F)C(=O)NCC1(N2CCOCC2)CCCCC1 (centres undefined)
 : -3% | · | -6% | · | -3% | · | -2% | -4%
- COc1cc(OC)cc(C(=O)N[C@H](C(=O)OCC(=O)NC(C)c2ccccc2)C(C)C)c1 (some centres undefined)
 : ? | ? | -21% | -4% | 3% | -6% | ? | -8%
- COc1ccc(C(CC(=O)N2CCOCC2)c2c(OC)cc(OC)c3ccc(=O)oc23)cc1 (centres undefined)
 : 5% | · | -4% | 2%&-2% | 8%&-3% | · | -7% | -2%&-5%
- NC(=S)N/N=C/c1ccc2ccccc2c1
 : -2% | 5% | -3% | 0% | -11% | 2% | 12% | 0%
- O=C(Cn1cnc(S(=O)(=O)N2CCCC2)c1)Nc1ccccc1
 : -4% | · | 1% | · | -5% | · | -1% | ?
- O=C(NC1CCCCCC1)c1ccc2c(=O)n3c(nc2c1)CCCCC3
 : 1% | 10µM* | -15% | 6% | 4% | · | -12% | -4%
- Cc1ccc(CN(Cc2ccco2)C(=O)COc2ccccc2C)cc1
 : -3% | · | -11% | · | 1% | · | -15% | ?
- COc1cc2ccccc2cc1C(=O)Nc1ccc2oc(-c3cccc(C)c3)nc2c1
 : -9% | · | -18% | · | ? | · | ? | 3.2µM*[quencher]
- COc1ccccc1/C=N/NC(=O)CC(=O)NCc1cccnc1
 : 5% | 6% | -5% | -3% | 1% | 7% | -2% | -4%
- CCCNC(=O)COC(=O)c1ccc(S(=O)(=O)N2CCCC2)cc1
 : ? | -3% | 1% | 12% | 0% | -5% | 5% | -4%
- N=C1SCC(=O)N1c1nc(-c2ccccc2)cs1
 : 0% | -3% | -2% | -2% | -13% | -2% | -4% | -1%
- Cc1cc(C)n2nc(-c3ccc(Cl)cc3)nc2n1
 : -2% | · | -5% | · | -3% | · | -1% | 2%
- COC(=O)c1scc(-c2ccc(C)cc2)c1S(=O)(=O)N1CCN(c2ccc(OC)cc2)CC1
 : ? | · | ? | · | -10% | · | -4% | -3%
- CCC(C)N=Cc1c(NCc2ccco2)nc2c(C)cccn2c1=O (centres undefined)
 : 6% | ? | 2% | 3% | 5% | -5% | 2% | 1%
- Cc1nnc(SCC(=O)Nc2nc3c(s2)CC(C)CC3)s1 (centres undefined)
 : -6% | ? | -6% | 9% | -4% | -2% | -18% | -1%
- CC1CCCCC1NC(=O)C1CCN(S(=O)(=O)N2CCCCCC2)CC1 (centres undefined)
 : -1% | ? | -8% | 1% | -3% | 40%[activator] | -10% | -6%
- COCCNC(=O)CN(c1ccccc1OC)S(C)(=O)=O
 : 2% | 15% | -4% | 1% | 1% | 5% | -3% | 1%
- Cc1ccc(C(=O)N2CCc3cc(CNS(=O)(=O)c4ccc(Cl)s4)ccc32)cc1
 : -9% | · | -9% | · | -2% | · | 2% | 0%
- CCOC(=O)c1c(C)[nH]c(C(=O)COC(=O)C2CC2C)c1C (centres undefined)
 : 1% | 3% | -3% | 4% | -5% | 3% | -8% | 0%
- CC(C)(O)P(=O)(O)CCc1ccccc1
 : 3% | · | -13% | -21% | -1% | -2% | -9% | -2%
- NC(N)=NCCCCN=C(N)N
 : 3%&1%&-6%&11% | -3% | 2%&-6%&-1%&1% | 6% | 0% | · | -2%&2%&-1%&8% | 1%
- CCOc1ccc(-n2c(=S)sc3c(=O)[nH]c(SCC(=O)C(C)(C)C)nc32)cc1
 : -7% | 7.1µM* | -18% | 3% | -1% | · | ? | -2%
- COC(=O)c1cccc(NC(=O)CSc2nc3cccnc3n2C)c1
 : -6% | 11% | -12% | 8% | -7% | 2% | -17% | 2%
- Cc1c(Cl)cccc1NC(=O)CSc1ncc2c(n1)-c1ccccc1N(C)S2(=O)=O
 : -8% | · | -11% | · | 1% | · | 14% | -1%
- C[C@@H](NCc1cc(Br)cc2[nH]c(=O)c(=O)[nH]c12)P(=O)(O)O
 : -2% | 1% | -3% | 5% | -5% | · | -5% | -2%
- O=C(Nc1ccccc1)C1=C[C@H](c2coc3ccccc3c2=O)C[C@H](OCc2ccc(CO)cc2)O1
 : -2% | -7% | -24% | 13% | 4% | 6% | -11% | -4%
- C=CCn1c(SCC(=O)NNC(=O)Nc2ccc(C)cc2)nnc1-c1ccccc1
 : 3% | · | 0% | -1% | -6% | 6% | 5% | 0%
- Cc1ccc(-c2cc(C(=O)N3CCN(c4ccc(F)cc4)CC3)c3ccccc3n2)o1
 : -3% | ? | -17% | -6% | 1% | -20% | -18% | -2%

# A stretch taken from the entries so far:
# Sequence of screens – Tau FP inhib | ALDH1A1 block | Tau fluor cs | GLA spleen mod | TRb-SRC2 inh | L3MBTL1 inh | Tau ThT inhib | TexasRed fluor
- CCOC(=O)c1c(C)[nH]c(C(=O)COC(=O)C2CC2C)c1C (centres undefined)
 : 1% | 3% | -3% | 4% | -5% | 3% | -8% | 0%
- CC(C)(O)P(=O)(O)CCc1ccccc1
 : 3% | · | -13% | -21% | -1% | -2% | -9% | -2%

# 6 compounds from above, arranged by heavy-atom count, smallest number first.
# Sequence of screens – Tau FP inhib | ALDH1A1 block | Tau fluor cs | GLA spleen mod | TRb-SRC2 inh | L3MBTL1 inh | Tau ThT inhib | TexasRed fluor
- CC(C)(O)P(=O)(O)CCc1ccccc1
 : 3% | · | -13% | -21% | -1% | -2% | -9% | -2%
- C[C@@H](NCc1cc(Br)cc2[nH]c(=O)c(=O)[nH]c12)P(=O)(O)O
 : -2% | 1% | -3% | 5% | -5% | · | -5% | -2%
- CCOC(=O)c1c(C)[nH]c(C(=O)COC(=O)C2CC2C)c1C (centres undefined)
 : 1% | 3% | -3% | 4% | -5% | 3% | -8% | 0%
- CCOc1ccc(-n2c(=S)sc3c(=O)[nH]c(SCC(=O)C(C)(C)C)nc32)cc1
 : -7% | 7.1µM* | -18% | 3% | -1% | · | ? | -2%
- C=CCn1c(SCC(=O)NNC(=O)Nc2ccc(C)cc2)nnc1-c1ccccc1
 : 3% | · | 0% | -1% | -6% | 6% | 5% | 0%
- Cc1ccc(-c2cc(C(=O)N3CCN(c4ccc(F)cc4)CC3)c3ccccc3n2)o1
 : -3% | ? | -17% | -6% | 1% | -20% | -18% | -2%

# Continued:
molecule	Tau FP inhib	ALDH1A1 block	Tau fluor cs	GLA spleen mod	TRb-SRC2 inh	L3MBTL1 inh	Tau ThT inhib	TexasRed fluor
CCCCCCNC(=O)C(C#N)c1nc2ccccc2nc1N1CCOCC1 (centres undefined)	-4%	2%	3%	4%	2%	0%	?	-2%
CC1CCC2(CC1)OCC1(CCC3(COC4(CCC(C)CC4)OC3)C1=O)CO2 (centres undefined)	-2%	4%	4%	5%	5%	9%	0%	3%
CCOc1ccccc1NC(=O)C1CCN(S(=O)(=O)c2ccc3[nH]c4c(c3c2)CCCCC4)CC1	5%	·	?	·	-3%	·	9%	-1%
COc1c(C)cc(C(=O)C2CCCN(C(=O)Cn3ccc(C)n3)C2)cc1C (centres undefined)	-1%	16%	4%	1%	-7%	2%	4%	-3%
Cc1cc(C(=O)NCC23CC4CC(CC(C4)C2)C3)c(C)o1	9%	?	4%	4%	-1%	-9%	-5%	-1%
CCOC(=O)NC(CC(=O)O)c1ccc(OCC)cc1 (centres undefined)	4%	11%	-7%	3%	5%	1%	-9%	1%
O=C(CCSc1nnc(-c2ccncc2)o1)Nc1cccc2ccccc12	-15%	2%	-12%	-7%	-3%	0%	?	-10%
O=C(Nc1ccc(Cn2nnc3ccccc32)cc1)c1ccco1	-5%	-9%	-1%	8%	0%	-2%	-7%	-3%
N#Cc1ccc(C(=O)Nc2nnc(-c3cccs3)o2)cc1	2%	10%	-4%	2%	0%	4%	3%	-3%
O=C(c1ccc2c(c1)N(Cc1ccc(F)cc1)C(=O)c1ccccc1S2=O)N1CCC(Cc2ccccc2)CC1 (centres undefined)	-7%	·	-11%	·	-2%	·	-8%	-3%
CCN(CC)c1ccc(NC(=O)c2ccc(=O)[nH]c2)cc1S(=O)(=O)Nc1ccccc1OC	?	4µM*	?	-7%	1%	-19%	?	1%
CC(=O)Nc1ccc(S(=O)(=O)Nc2nc(C)nc3sc4c(c23)CCC4)cc1	4%	·	0%	-19%	2%	·	-4%	-3%

# Random draw from the library, and some 8.5% of all compounds hit somewhere here.
